Screens (PubChem)
All columns: NCI-60 one-dose screen, growth in % after 48 h at 10 µM unless noted; 100 = growth as untreated, 0 = no growth, -100 = all killed.
EKVX = EKVX NSCLC; hit rate 3% among 71,000
HOP-62 = HOP-62 NSCLC | hit rate 3.9% among 80,000
CCRF-CEM = CCRF-CEM leukemia; hit rate 7% among 77,000; AID 1794778
MOLT-4 = MOLT-4 leukemia cells | hit rate 6.9% among 80,000 | AID 1794779
K-562 = K-562 leukemia; hit rate 7.4% among 78,000
HOP-92 = HOP-92 NSCLC cells. AID 1794738. hit rate 6.3% among 71,000
SR = SR leukemia cells; hit rate 8.7% among 73,000
RPMI-8226 = RPMI-8226 leukemia cells. hit rate 7.5% among 77,000. AID 1794781
An asterisk follows results filed as active; [ ] = remark or other dose. The calls were made as follows: active = growth percent below 10; inactive = the rest. Compounds as they come, and some 13% of all compounds hit somewhere here.

What do the screens show for `OC(c1ccccc1)c1ccccc1`?
HOP-62: 106; MOLT-4: 94; K-562: 92; SR: 92; RPMI-8226: 107

How did CCOC(=O)c1ccc(C=O)cc1 do in these assays?
EKVX: 106; HOP-62: 106; CCRF-CEM: 109; MOLT-4: 107; K-562: 114; HOP-92: 92; SR: 115; RPMI-8226: 106

Results for CC(C)CNc1nc(C#N)nc(NCC(C)C)n1 ?
HOP-62: 101; CCRF-CEM: 86; MOLT-4: 92; K-562: 93; SR: 90; RPMI-8226: 77

How did COc1ccc(C2CC(c3ccccc3)=Nc3ccccc3S2)cc1 (stereo unspecified) do in these assays?
HOP-62: 99; CCRF-CEM: 85; MOLT-4: 78; K-562: 78; HOP-92: 87; SR: 49; RPMI-8226: 82

How did O=C1c2ccccc2C(=O)N1/N=C/c1ccc2c(c1)OCO2 do in these assays?
EKVX: 116; HOP-62: 104; CCRF-CEM: 93; MOLT-4: 86; K-562: 100; HOP-92: 74; SR: 82; RPMI-8226: 88

How did C#CCN(Cc1ccccc1OC)Cc1ccccc1S(=O)c1ccccc1 (stereo unspecified) do in these assays?
HOP-62: 89; MOLT-4: 71; K-562: 53; HOP-92: 48; SR: 62; RPMI-8226: 53

How did N#CC(C#N)=Cc1ccc(Oc2ccccc2)cc1 do in these assays?
EKVX: 99; CCRF-CEM: 96; MOLT-4: 100; K-562: 101; HOP-92: 97; SR: 96; RPMI-8226: 102

How did COc1cc(C(=O)C[n+]2ccc3ccccc3c2)cc(OC)c1OC do in these assays?
EKVX: 99; HOP-62: 97; CCRF-CEM: 97; MOLT-4: 106; K-562: 92; HOP-92: 80; SR: 102; RPMI-8226: 111

Results for CN(N)c1nc2sc3c(c2c(=O)[nH]1)CCCC3 ?
EKVX: 87; HOP-62: 77; CCRF-CEM: 99; MOLT-4: 98; K-562: 109; HOP-92: 107; SR: 104; RPMI-8226: 103

Results for O=C(O)C#CCC(O)CCc1ccccc1 (stereo unspecified) ?
EKVX: 102; HOP-62: 122; CCRF-CEM: 107; MOLT-4: 101; K-562: 97; HOP-92: 99; SR: 110; RPMI-8226: 107

How did Cc1ccc(OCc2occc2C(=O)Nc2ccc(S(N)(=O)=O)cc2)cc1 do in these assays?
EKVX: 86; HOP-62: 101; CCRF-CEM: 97; MOLT-4: 84; K-562: 95; HOP-92: 88; SR: 113; RPMI-8226: 86

Results for N#Cc1ccc2[nH]c3nccc(NCc4ccccc4)c3c2c1 ?
EKVX: 63; HOP-62: 97; CCRF-CEM: 84; MOLT-4: 89; K-562: 105; HOP-92: 98; SR: 71; RPMI-8226: 74

How did COc1ccc(C(=O)/C=C/c2ccc3c(c2)OCO3)cc1S(=O)(=O)Nc1c(N)nc(SC)[nH]c1=O do in these assays?
EKVX: 105; HOP-62: 104; CCRF-CEM: 31; MOLT-4: 78; K-562: 54; HOP-92: 45; SR: 59; RPMI-8226: 68

How did Cc1ccccc1/C=C/C(=O)c1cccc(OCCCOc2cccc(C(=O)/C=C/c3ccccc3C)c2)c1 do in these assays?
EKVX: 95[3 µM]; HOP-62: 114[3 µM]; CCRF-CEM: 96[3 µM]; MOLT-4: 90[3 µM]; K-562: 74[3 µM]; HOP-92: 86[3 µM]; SR: 26[3 µM]; RPMI-8226: -23*[3 µM]

How did O=C(Nc1cccc2ccccc12)OCc1ccccc1 do in these assays?
EKVX: 99; HOP-62: 108; CCRF-CEM: 100; MOLT-4: 93; K-562: 97; SR: 93

How did O=C(O/C(=C/c1ccccc1)C(F)(F)F)c1ccccc1 do in these assays?
EKVX: 103; HOP-62: 105; CCRF-CEM: 106; MOLT-4: 7.5*; K-562: 101; SR: 70

Results for Cc1ccc(S(=O)(=O)NCCCCC(N)C(=O)O)cc1 (stereo unspecified) ?
EKVX: 116; HOP-62: 109; CCRF-CEM: 99; MOLT-4: 78; K-562: 85; SR: 118; RPMI-8226: 113

How did O=C(O)c1ccc(-n2c(=O)n(-c3cccc(C(F)(F)F)c3)c(=O)c3cc(-c4ccc(F)cc4F)ccc32)cc1 do in these assays?
EKVX: 5.7*; HOP-62: 6.5*; CCRF-CEM: 20; MOLT-4: 4.7*; K-562: 5.7*; HOP-92: -29*; SR: 8.9*; RPMI-8226: -7.9*

Results for CC(C)c1ccc(C2=C/C(=C\c3ccccc3)C(=O)N2CCc2ccc(S(N)(=O)=O)cc2)cc1 ?
EKVX: 106; HOP-62: 104; CCRF-CEM: 101; MOLT-4: 99; K-562: 99; HOP-92: 118; SR: 89; RPMI-8226: 104

How did O=C(/C(Br)=C/c1ccncc1)c1ccc([N+](=O)[O-])cc1 do in these assays?
EKVX: 103; HOP-62: 100; CCRF-CEM: 48; MOLT-4: 97; K-562: 87; HOP-92: 81; SR: 87; RPMI-8226: 89

What do the screens show for `Fc1cccc(Cl)c1/C=N/Nc1nc(N/N=C/c2c(F)cccc2Cl)nc(N2CCCCC2)n1`?
EKVX: 14; HOP-62: 26; CCRF-CEM: 22; MOLT-4: 14; K-562: 32; HOP-92: -1.3*; SR: 16; RPMI-8226: 3.3*

How did O=C(Oc1ccc(Cl)cc1)c1ccc(Cl)cc1 do in these assays?
EKVX: 107; HOP-62: 98; CCRF-CEM: 78; MOLT-4: 116; K-562: 116; HOP-92: 87; SR: 115; RPMI-8226: 106

What do the screens show for `CSc1c(-c2nc3ccccc3s2)c(N)nc2c(C#N)c(Nc3ccccc3)nn12`?
EKVX: 104; HOP-62: 102; CCRF-CEM: 77; MOLT-4: 84; K-562: 95; SR: 83; RPMI-8226: 94

What do the screens show for `COc1cc2nc(Cl)nc(Nc3cccc(C4=Nc5c(N)nc(N)nc5NC(c5ccc6c(c5)OCO6)C4)c3)c2cc1OC` (stereo unspecified)?
EKVX: 86; HOP-62: 41; CCRF-CEM: 27; MOLT-4: 27; K-562: 4.5*; SR: 10; RPMI-8226: 42

Results for CCNc1cccc2ccccc12 ?
EKVX: 82; HOP-62: 75; CCRF-CEM: 78; MOLT-4: 82; K-562: 75; HOP-92: 91; SR: 66; RPMI-8226: 87

How did Cc1c2c(cn1Cc1ccccc1)CCc1cn(C)nc1-2 do in these assays?
EKVX: 73; HOP-62: 92; CCRF-CEM: 74; MOLT-4: 70; K-562: 58; HOP-92: 40; SR: 53; RPMI-8226: 41

How did COC(=O)[C@]12CCC(C)(C)C[C@H]1C1=CC[C@@H]3[C@@]4(C)CCC(=O)NC(C)(C)[C@@H]4CC[C@@]3(C)[C@]1(C)CC2 do in these assays?
EKVX: 106; HOP-62: 115; CCRF-CEM: 101; MOLT-4: 89; K-562: 96; HOP-92: 104; SR: 87; RPMI-8226: 101

How did CN1CCCN(C(c2ccccc2)c2ccc(Cl)cc2)CC1 (stereo unspecified) do in these assays?
EKVX: 95; HOP-62: 94; CCRF-CEM: 103; MOLT-4: 90; K-562: 90; HOP-92: 60; RPMI-8226: 101

What do the screens show for `O=[N+]([O-])c1cccc(C2c3sc4ccc(Cl)cc4c3Nc3nnc(-c4cccc(F)c4)n32)c1` (stereo unspecified)?
EKVX: 85; HOP-62: 86; CCRF-CEM: 120; MOLT-4: 87; K-562: 93; HOP-92: 118; SR: 83

How did COc1cc2c(c(OC)c1OC)C(c1cc(C3CCNCC3)ccc1F)NC(=O)N2 (stereo unspecified) do in these assays?
EKVX: 100; HOP-62: 99; CCRF-CEM: 84; MOLT-4: 81; K-562: 99; HOP-92: 81; SR: 75; RPMI-8226: 100

3 structures from above, arranged by formula weight, descending.
What do the screens show for `Fc1cccc(Cl)c1/C=N/Nc1nc(N/N=C/c2c(F)cccc2Cl)nc(N2CCCCC2)n1`?
EKVX: 14; HOP-62: 26; CCRF-CEM: 22; MOLT-4: 14; K-562: 32; HOP-92: -1.3*; SR: 16; RPMI-8226: 3.3*

How did COC(=O)[C@]12CCC(C)(C)C[C@H]1C1=CC[C@@H]3[C@@]4(C)CCC(=O)NC(C)(C)[C@@H]4CC[C@@]3(C)[C@]1(C)CC2 do in these assays?
EKVX: 106; HOP-62: 115; CCRF-CEM: 101; MOLT-4: 89; K-562: 96; HOP-92: 104; SR: 87; RPMI-8226: 101

What do the screens show for `O=[N+]([O-])c1cccc(C2c3sc4ccc(Cl)cc4c3Nc3nnc(-c4cccc(F)c4)n32)c1` (stereo unspecified)?
EKVX: 85; HOP-62: 86; CCRF-CEM: 120; MOLT-4: 87; K-562: 93; HOP-92: 118; SR: 83

(further entries)
Results for Cc1cccc[n+]1CCc1ccccc1 ?
EKVX: 101; HOP-62: 99; CCRF-CEM: 98; MOLT-4: 93; K-562: 100; HOP-92: 94; SR: 102; RPMI-8226: 98

How did N/C(=N\S(=O)(=O)c1cc(C(F)(F)F)cc(C(F)(F)F)c1)c1ccncc1 do in these assays?
HOP-62: 98; CCRF-CEM: 96; MOLT-4: 95; K-562: 88; HOP-92: 103; SR: 95; RPMI-8226: 95

How did Nc1cc(Cl)c(S(N)(=O)=O)cc1S(N)(=O)=O do in these assays?
EKVX: 111; HOP-62: 111; CCRF-CEM: 96; MOLT-4: 158; K-562: 104; SR: 123; RPMI-8226: 122

How did CCNc1ccc(N=Nc2c(S(=O)(=O)O)cc3cc(S(=O)(=O)O)cc(O)c3c2O)cc1 do in these assays?
EKVX: 110; HOP-62: 131; CCRF-CEM: 111; MOLT-4: 105; K-562: 97; HOP-92: 139; SR: 100; RPMI-8226: 118

What do the screens show for `N/C(Cc1ccc(N)cc1)=N\O`?
EKVX: 100; HOP-62: 96; CCRF-CEM: 110; MOLT-4: 106; K-562: 96; HOP-92: 94; SR: 106; RPMI-8226: 108

What do the screens show for `O=C(Nc1nccs1)c1ccc([N+](=O)[O-])cc1`?
EKVX: 96; HOP-62: 99; CCRF-CEM: 112; MOLT-4: 133; K-562: 99; HOP-92: 111; SR: 127; RPMI-8226: 107

What do the screens show for `CCc1cccc(C)c1NC(=O)c1sc2nc3c(cc2c1N)CCCC3`?
EKVX: 92; HOP-62: 89; CCRF-CEM: 95; MOLT-4: 100; K-562: 97; HOP-92: 71; SR: 92; RPMI-8226: 92

Results for Cc1ccc(/C=C/C(=O)c2ccc3c(c2)OCO3)s1 ?
EKVX: 86; HOP-62: 109; CCRF-CEM: 86; MOLT-4: 73; K-562: 83; HOP-92: 69; SR: 70; RPMI-8226: 60

Results for CC(C)OC(=O)Nc1cc(F)ccc1F ?
EKVX: 99; HOP-62: 101; CCRF-CEM: 103; MOLT-4: 101; K-562: 97; HOP-92: 100; SR: 96; RPMI-8226: 103

How did COc1cc2nc(-c3ccc(C#N)cc3)[nH]c(=O)c2cc1OC do in these assays?
EKVX: 99; HOP-62: 93; CCRF-CEM: 188; HOP-92: 127; RPMI-8226: 135

What do the screens show for `NS(=O)(=O)c1ccc(Nc2nc(SCC(=O)c3ccc(Cl)cc3)nc3ccccc23)cc1`?
EKVX: 91; HOP-62: 95; CCRF-CEM: 92; MOLT-4: 91; K-562: 84; HOP-92: 84; SR: 80; RPMI-8226: 84

What do the screens show for `CCc1cccc2c1S/C(=C/c1ccc(OC)cc1)C2=O`?
EKVX: 94; HOP-62: 45; CCRF-CEM: 36; MOLT-4: 34; K-562: 11; HOP-92: 72; SR: 15

Results for CCOC(=O)NC(/C=C/c1ccccc1)NC(=O)OCC ?
HOP-62: 100; CCRF-CEM: 98; MOLT-4: 99; K-562: 107; HOP-92: 108; SR: 103; RPMI-8226: 101

What do the screens show for `CC(C)S(=O)(=O)c1ccccc1NC(=O)c1cc(-c2ccc(F)cc2F)ccc1O`?
EKVX: 102; HOP-62: 102; CCRF-CEM: 89; MOLT-4: 100; K-562: 98; HOP-92: 104; SR: 95; RPMI-8226: 111

What do the screens show for `CC(C)(C)CC(C)(C)C1=CC(=O)C(C(C)(C)CC(C)(C)C)=CC1=O`?
EKVX: 104; HOP-62: 100; CCRF-CEM: 104; MOLT-4: 95; K-562: 94; HOP-92: 110; SR: 93; RPMI-8226: 101

Results for COC(=O)/C(=C\c1ccc([N+](=O)[O-])cc1)NC(=O)c1ccccc1 ?
EKVX: 120; HOP-62: 101; CCRF-CEM: 99; MOLT-4: 98; K-562: 99; SR: 93

Compounds listed so far that contain a Cl atom:
What do the screens show for `Fc1cccc(Cl)c1/C=N/Nc1nc(N/N=C/c2c(F)cccc2Cl)nc(N2CCCCC2)n1`?
EKVX: 14; HOP-62: 26; CCRF-CEM: 22; MOLT-4: 14; K-562: 32; HOP-92: -1.3*; SR: 16; RPMI-8226: 3.3*

How did O=C(Oc1ccc(Cl)cc1)c1ccc(Cl)cc1 do in these assays?
EKVX: 107; HOP-62: 98; CCRF-CEM: 78; MOLT-4: 116; K-562: 116; HOP-92: 87; SR: 115; RPMI-8226: 106

What do the screens show for `COc1cc2nc(Cl)nc(Nc3cccc(C4=Nc5c(N)nc(N)nc5NC(c5ccc6c(c5)OCO6)C4)c3)c2cc1OC` (stereo unspecified)?
EKVX: 86; HOP-62: 41; CCRF-CEM: 27; MOLT-4: 27; K-562: 4.5*; SR: 10; RPMI-8226: 42

How did CN1CCCN(C(c2ccccc2)c2ccc(Cl)cc2)CC1 (stereo unspecified) do in these assays?
EKVX: 95; HOP-62: 94; CCRF-CEM: 103; MOLT-4: 90; K-562: 90; HOP-92: 60; RPMI-8226: 101

What do the screens show for `O=[N+]([O-])c1cccc(C2c3sc4ccc(Cl)cc4c3Nc3nnc(-c4cccc(F)c4)n32)c1` (stereo unspecified)?
EKVX: 85; HOP-62: 86; CCRF-CEM: 120; MOLT-4: 87; K-562: 93; HOP-92: 118; SR: 83

How did Nc1cc(Cl)c(S(N)(=O)=O)cc1S(N)(=O)=O do in these assays?
EKVX: 111; HOP-62: 111; CCRF-CEM: 96; MOLT-4: 158; K-562: 104; SR: 123; RPMI-8226: 122

What do the screens show for `NS(=O)(=O)c1ccc(Nc2nc(SCC(=O)c3ccc(Cl)cc3)nc3ccccc23)cc1`?
EKVX: 91; HOP-62: 95; CCRF-CEM: 92; MOLT-4: 91; K-562: 84; HOP-92: 84; SR: 80; RPMI-8226: 84
